Compound activity deposited in PubChem BioAssay by several laboratories.
HSP90 inh: blocks HSP90-mediated luciferase refolding in reticulocyte lysate; Rabbit reticulocyte lysate, luciferase refolding luminescence, 3 h; actives 0.91% (n = 290,000); inhibition, % at 5.6 µM; AID 1789;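 active means inhibition above the screen-wide mean plus 3 SD, computed separately per campaign, cut at about 16% in these data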;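 further: 0% = DMSO wells and 100% = 60 µM geldanamycin wells; inhibitors lower the luminescence because luciferase stays unfolded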
HIF activator: HIF pathway transcriptional activation. actives 0.32% (n = 300,000). AID 1910. activation, % at 7.5 µM (by protocol). U2OS HRE-luciferase reporter, luminescence; normalized: DMSO 0%, desferrioxamine 100%;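 active means mean activation of at least 10% of the iron chelator positive control signal, with at least half of replicates also reaching 10%; inconclusive means mean and replicate majority disagree about reaching 10%; inactive means mean and most replicates under 10%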
Platelet DG rel: modulates dense granule release in human platelets; human platelet-rich plasma, SFLLRN dense granule ATP release, luminescence; inhibition, %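 (compounds screened at 7.5 µM in platelet-rich plasma)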; actives 0.22% (n = 300,000);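 active means mean replicate score, as percent of positive control, at or above 50; inconclusive means mean below 50 but at least one replicate at or above 50; inactive means mean and every replicate below 50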
aSyn UTR inh: 5' untranslated region of α-synuclein, MLPCN primary screen; AID 1813; actives 0.82% (n = 300,000); alpha-synuclein 5'UTR reporter, inhibitor activity; inhibition, % (tested at 7.5 µM); in the data active means inhibition above about 60%; inconclusive means no clear call, values can overlap the other calls;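 further: H4 neuroglioblastoma cells stably carrying SNCA 5'UTR luciferase fusion; 0% = DMSO wells and 100% = positive control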
AI-2 QS mod: modulates the Vibrio harveyi AI-2 quorum sensing system; Vibrio harveyi JMH597 AI-2 luminescence/OD600 ratio, 9 h; active compounds read low; strain lacks LuxN and CqsS sensors; 0 = neutral-control median; activity change, % at 7.5 µM; actives 0.4% (n = 300,000); in the data active means activity change below about -75%, passing the limit was not always enough; inconclusive means no clear call, values can overlap the other calls;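 further: luminescence divided by OD600 gain over 9 h not by final OD600 alone; inactives centre near 13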
HSF1 inhib: HSF1 inhibition. NIH3T3-HGL HSE-luciferase, MG132-induced, luminescence 8 h; active compounds read low. activity change, negative = inhibition, % at 7.5 µM (by protocol). actives 0.77% (n = 300,000). AID 2098;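 active means more than half of replicate wells show activity change below -50%, luminescence cut by over half; inconclusive means some wells, but at most half, below -50%; inactive means no replicate well below -50%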;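 further: luciferase reports HSF-1 transcriptional activity via heat shock element; 0% = median of DMSO wells and -100% = zero luminescence signal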
KLF5 inh: kruppel-like factor 5 inhibition; actives 0.23% (n = 290,000); DLD-1 KLF5 promoter-luciferase reporter, luminescence; inhibition, % at 5 µM; AID 1700;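 active means inhibition above a per-plate limit of that plate's mean compound inhibition plus 3 SD, cut at about 60% in these data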;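 further: 0% = DMSO wells and 100% = LY294002 at 200 µM; higher means less KLF5 promoter-driven luciferase light; inactives centre near -14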
HSF-1 act: increases HSF-1 driven luciferase reporter signal. actives 1.7% (n = 300,000). NIH3T3-HGL HSF-1 luciferase reporter, MG132, 8 h; 100% = twice DMSO control signal. activation, % at 9 µM;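 active means mean replicate activation of at least 50% with a set share of replicates each reaching 50%; inconclusive means only one of those two conditions met; inactive means mean below 50% and too few replicates reaching it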;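 further: 0% = median of the neutral control wells and 100% = twice that signal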
SKKanGAS inh: blocks kanamycin growth of S. pyogenes SKKanGAS strain; BacTiter-Glo, 6 h; inhibition, % at 7.5 µM; actives 1.3% (n = 300,000);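 active means mean replicate score, as percent of positive control median, at least 50; inconclusive means mean below 50 but one replicate at or above 50; inactive means mean and every replicate below 50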;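 further: strain carries kanamycin resistance gene driven by streptokinase promoter and grows in 40 µg/ml kanamycin; loss of luminescence reflects streptokinase promoter inhibition or plain growth inhibition; 0% = median of DMSO wells and 100% = positive control at its reference dose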
IEC-6 tox: counter-screen for KLF5 inhibitors: cytotoxicity in IEC-6 cells; IEC-6 cytotoxicity, luminescence viability; inhibition, % at 5 µM; AID 1825; actives 0.78% (n = 290,000); in the data active means inhibition above about 22%;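 further: 0% = plate median of test compound wells and 100% = cytotoxic reference compound wells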
Active calls of the source: *; ? = inconclusive; nt = no result given.

SMILES	HSP90 inh	HIF activator	Platelet DG rel	aSyn UTR inh	AI-2 QS mod	HSF1 inhib	KLF5 inh	HSF-1 act	SKKanGAS inh	IEC-6 tox
COC(=O)CNC(=O)CSc1nc2sc(-c3ccccc3)cc2c(=O)n1-c1ccccc1	nt	0.4	-2	-16	13	-6	nt	-22	10	nt
COc1ccc(NC(=O)C2=Cc3ccccc3OC2)cc1	14	-0.3	-4	-9	2	12	-54	35	-10	-2
CCOc1ccc(NC(=O)CN(C)C(=O)CCNC(=O)c2ccccc2Cl)cc1OCC	nt	-15	-1	8	-5	-5	nt	8	0	nt
Fc1cccc(Nc2cc(-n3cccn3)ncn2)c1	2	2.4	-3	-147	-2	14	-24	28	-13	10
COC(=O)c1cc(=O)n(Cc2cccs2)c(=Nc2ccc(F)cc2)s1	4	-0.1	1	-18	16	45	-30	52*	4	-5
Cc1cc(OCC(=O)NC(C)C)cc(C)c1Br	-4	-0.3	17	31	2	-1	-6	16	1	-3
Cc1cccc(NC(=O)Cn2nnc(-c3cccs3)n2)c1C	2	0.1	4	2	8	2	-24	-2	-2	-3
COc1cc(OC)cc(C(=O)NNC(=O)c2cc3ccccc3cc2O)c1	5	0.4	10	9	6	1	-18	2	11	5
Cc1cc(C)cc(NC(=O)C2C3C=CC4(O3)C2C(=O)N(CCCN2CCCCC2)C4C(=O)NC2CCCCC2)c1 (centres undefined)	-4	-0.8	9	3	nt	-4	-15	3	-1	-5
O=C(O)CCN1CCOCC1	3	-0.1	-4	1	26	-4	-21	-8	0	4
O=C(c1cccc(S(=O)(=O)N2CCN(c3ccccc3)CC2)c1)N1CC=C(c2ccccc2)CC1	16	-0.6	29	19	4	1	-26	16	-7	-2
CCOC(=O)C1C(c2ccc(C(=O)O)cc2)NC(=O)NC1(O)C(F)(F)F (centres undefined)	-4	-0.4	-6	14	19	1	-12	0	1	2
CCC1(c2ccccc2)NC(=O)N(CC(=O)Nc2ccccc2C(=O)N2CCCCC2)C1=O (centres undefined)	nt	-0.3	-26	3	-4	-2	nt	-2	-1	nt
Cn1cc(/C=C2\SC(=O)N(c3ccc(O)cc3)C2=O)c2ccccc21	0	0.9	8	-86	-4	28	-48	?	27	9
COc1ccc2c(CC(=O)NCc3cccs3)coc2c1	-1	0.0	1	-32	35	13	-40	9	4	-2
CCOc1cccc2cc(C(=O)N3CCc4ccccc4C3)c(=O)oc12	-1	-0.3	5	16	28	3	9	-5	4	-1
CCNC(=S)N(CCc1c(C)[nH]c2ccc(Cl)cc12)Cc1ccco1	4	-7.2	-9	-33	-2	-2	3	-4	-5	15
CCOC(=O)CC(NC(=O)Cn1nnc(-c2ccccc2F)n1)c1ccccc1Cl (centres undefined)	2	-0.1	1	0	10	-1	-5	11	4	-1
CS(=O)(=O)N1CCC(C(=O)Nc2cc(C(F)(F)F)ccc2Cl)CC1	0	0.0	0	17	29	6	-3	-5	-2	3
Cc1cc(NC(=O)c2cccs2)no1	-1	1.0	19	-58	26	0	-30	0	-8	2
COC(=O)C1=C(C(=O)OC)[C@@H]2N(C)c3ccc(OC)cc3[C@@]23C[C@@H](C(=O)OC)N(C(=O)c2cc(C)oc2C)C3=N1	nt	0.2	-3	1	17	12	nt	15	0	nt
c1ccc(Cn2nnc3ccccc32)cc1	0	-0.2	3	2	28	-6	-6	-2	4	0
CC1Cc2cc(C(=O)O)ccc2O1 (centres undefined)	1	0.0	-2	-8	17	-5	-19	-2	2	-1
O=C(NCCC1CCCCN1S(=O)(=O)c1cccs1)C(=O)Nc1cccc(F)c1 (centres undefined)	nt	-5.0	2	-21	27	1	nt	-1	-9	nt
Cc1ccc(CNC(=O)Cn2ccc3cc(S(=O)(=O)N4CCCCCC4)ccc32)cc1	2	0.2	12	-4	17	33	-2	28	3	-1
COC(=O)C1C(=O)c2c([nH]c(C(=O)OCCSC)c2C)CC1C (centres undefined)	1	3.8	8	-117	19	14	-76	34	-2	9
C=CCn1c(=NC(=O)CC)n(C)c2ccccc21	2	0.2	1	9	14	0	4	-5	2	-4
CC(C)(CNS(=O)(=O)c1ccc(Cl)cc1)N1CCCCC1	2	-0.5	1	7	-6	-4	1	2	-3	0
CCc1cccc(C)c1NC(=S)N(CCOC)C(C)c1ccco1 (centres undefined)	-1	-0.6	-5	6	1	5	-21	7	-2	-2
CCCC(C)C(=O)Nc1ccc(S(=O)(=O)Nc2nccs2)cc1 (centres undefined)	-2	0.1	7	17	27	3	5	17	-8	1
CCOC(=O)N1CCN(C(=O)/C=C/c2ccc([N+](=O)[O-])cc2)CC1	1	0.2	-3	4	21	9	-1	10	-24	-4
COc1ccc(OC)c(-n2nnnc2SCC(=O)Nc2cc(C)ccc2OC)c1	1	0.0	1	-1	11	2	4	-9	7	-2
COc1ccc(CCNC(=O)C2CCN(S(=O)(=O)c3cccc4nonc34)CC2)cc1OC	-4	-0.7	-4	-9	17	2	-24	2	0	6
COc1ccc2oc(C(=O)OCC(=O)N(CC(C)C)c3c(N)n(Cc4ccccc4)c(=O)[nH]c3=O)c(C)c2c1	nt	0.6	3	48	28	2	nt	24	7	nt
O=C(Cc1ccc(F)cc1)Nc1c2c(nn1-c1cccc(Cl)c1)CS(=O)C2 (centres undefined)	2	0.0	6	27	-5	2	1	-11	0	4
COc1ccc(Cc2nc3ccc(C(=O)NCCn4cccn4)cc3o2)cc1	-3	0.6	10	-15	26	4	-25	15	0	-4
COc1cccc(-c2c(C(=O)N/N=C/c3sccc3C)nnn2-c2nonc2N)c1	2	nt	15	10	21	-5	-5	-7	8	-4
Cc1ccc(C(=O)N2CC(C)SC2=Nc2cccc(S(=O)(=O)N(C)C)c2)cc1 (centres undefined)	-1	-0.8	3	-21	48	-10	-20	-12	1	3
Cc1cc2c(cc1S(=O)(=O)CCC(=O)NCc1ccccc1)OCC(=O)N2	-2	0.0	8	-9	19	-4	-6	-17	0	11
Cc1cc(C(=O)CCC(=O)Nc2ncccc2C)c(C)s1	nt	-0.1	-3	-7	5	-4	nt	2	5	nt

Part of the list above, with values under each structure.
The line under a structure holds: HSP90 inh | HIF activator | Platelet DG rel | aSyn UTR inh | AI-2 QS mod | HSF1 inhib | KLF5 inh | HSF-1 act | SKKanGAS inh | IEC-6 tox
> COc1ccc(OC)c(-n2nnnc2SCC(=O)Nc2cc(C)ccc2OC)c1
 : 1 | 0.0 | 1 | -1 | 11 | 2 | 4 | -9 | 7 | -2
> COc1ccc(CCNC(=O)C2CCN(S(=O)(=O)c3cccc4nonc34)CC2)cc1OC
 : -4 | -0.7 | -4 | -9 | 17 | 2 | -24 | 2 | 0 | 6

The results go on:
SMILES	HSP90 inh	HIF activator	Platelet DG rel	aSyn UTR inh	AI-2 QS mod	HSF1 inhib	KLF5 inh	HSF-1 act	SKKanGAS inh	IEC-6 tox
O=C(CN(c1ccc(Cl)c(C(F)(F)F)c1)S(=O)(=O)c1ccccc1)N/N=C/c1cccc2c1OCCO2	-1	-0.5	3	-11	11	11	-24	30	54*	-2
C/C(CC(=O)Nc1ccc(C)c(Cl)c1)=N\NC(=O)c1ccco1	-3	4.6	12	-32	6	17	-65	40	3	6
CC(C)(C)NCC(O)CON=C1c2ccccc2-c2ccccc21 (centres undefined)	0	-1.6	-1	-34	3	-20	-11	-38	-12	15
Cc1ccc(NC(=O)CSCC(=O)N=c2sccn2C)cc1	nt	-0.5	1	8	15	-1	nt	-7	-4	nt
CC1(c2nnc(-c3ccncc3)o2)CC(c2cccnc2)=NO1 (centres undefined)	nt	0.1	5	18	5	8	nt	-17	-2	nt
COc1ccc(C)cc1S(=O)(=O)Nc1ccc(-n2c(C)nc3ccccc3c2=O)cc1	nt	-0.2	4	-6	21	-4	nt	0	4	nt
O=C(Nc1ccc2c(c1)OCO2)N1CCN(S(=O)(=O)c2ccc(Cl)cc2)CC1	-1	0.9	-5	-68	19	-6	-8	-22	2	4

Molecules above that contain four or more nitrogen atoms (eleven):
SMILES	HSP90 inh	HIF activator	Platelet DG rel	aSyn UTR inh	AI-2 QS mod	HSF1 inhib	KLF5 inh	HSF-1 act	SKKanGAS inh	IEC-6 tox
Fc1cccc(Nc2cc(-n3cccn3)ncn2)c1	2	2.4	-3	-147	-2	14	-24	28	-13	10
Cc1cccc(NC(=O)Cn2nnc(-c3cccs3)n2)c1C	2	0.1	4	2	8	2	-24	-2	-2	-3
Cc1cc(C)cc(NC(=O)C2C3C=CC4(O3)C2C(=O)N(CCCN2CCCCC2)C4C(=O)NC2CCCCC2)c1 (centres undefined)	-4	-0.8	9	3	nt	-4	-15	3	-1	-5
CCC1(c2ccccc2)NC(=O)N(CC(=O)Nc2ccccc2C(=O)N2CCCCC2)C1=O (centres undefined)	nt	-0.3	-26	3	-4	-2	nt	-2	-1	nt
CCOC(=O)CC(NC(=O)Cn1nnc(-c2ccccc2F)n1)c1ccccc1Cl (centres undefined)	2	-0.1	1	0	10	-1	-5	11	4	-1
COc1ccc(OC)c(-n2nnnc2SCC(=O)Nc2cc(C)ccc2OC)c1	1	0.0	1	-1	11	2	4	-9	7	-2
COc1ccc(CCNC(=O)C2CCN(S(=O)(=O)c3cccc4nonc34)CC2)cc1OC	-4	-0.7	-4	-9	17	2	-24	2	0	6
COc1ccc2oc(C(=O)OCC(=O)N(CC(C)C)c3c(N)n(Cc4ccccc4)c(=O)[nH]c3=O)c(C)c2c1	nt	0.6	3	48	28	2	nt	24	7	nt
COc1ccc(Cc2nc3ccc(C(=O)NCCn4cccn4)cc3o2)cc1	-3	0.6	10	-15	26	4	-25	15	0	-4
COc1cccc(-c2c(C(=O)N/N=C/c3sccc3C)nnn2-c2nonc2N)c1	2	nt	15	10	21	-5	-5	-7	8	-4
CC1(c2nnc(-c3ccncc3)o2)CC(c2cccnc2)=NO1 (centres undefined)	nt	0.1	5	18	5	8	nt	-17	-2	nt

An unsorted share of the library, and some 6% of all compounds hit somewhere here.
